# ARNT TACC3 PPI: disruptors of human ARNT/TACC3 interaction. actives 0.66% (n = 390,000). AlphaScreen His-ARNT PAS-B/GST-TACC3 binding, luminescence; TACC3 fragment carries E629A point mutation. inhibition, % at 9.99 µM. AID 623870;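 active means mean inhibition of replicates at least 50% and at least half of replicates each reaching 50%; inconclusive means half or more replicates reach 50% but mean below 50%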;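 further: 0% = complete ARNT plus TACC3 wells and 100% = ARNT alone without TACC3; many hits fall short of the cut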
# PGC1a acetyl inh: PGC1a acetylation modulation, inhibitor mode; U2OS PGC1a acetylation, AlphaScreen anti-acetyl-lysine; with virally co-expressed GCN5 acetyltransferase; inhibition, % at 15.6 µM; actives 0.17% (n = 350,000);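 active means every replicate shows inhibition of at least 40%; inconclusive means mean inhibition at least 40% but some replicate below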;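 further: 0% = neutral control wells and 100% = positive control wells; some results beyond the cut were filed as inactive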
# Starred values were filed as active, the others as inactive; ? = inconclusive. An excerpt; the hit share may differ from the screen's.
SMILES,ARNT TACC3 PPI,PGC1a acetyl inh
COC(=O)c1coc(-c2ccc(OC)cc2)c1C(=O)OC,-2,-16
COc1ccc(-c2c3c(nc4sc5c(Cl)nc(C)nc5c24)CCC3)cc1,-12,3
Cc1cc(-n2c(C)cc(C(=O)COc3ccc4ccc(=O)oc4c3)c2C)no1,3,11
Cc1ccc(N2C=Nc3ccc(C)c4nc(C)cc2c34)cc1,2,-18
O=C(O)c1cccc(S(=O)(=O)N2Cc3ccccc3C2)c1,-9,-10
N#Cc1ccccc1CN1C(=O)S/C(=C/c2cccn2-c2cccc(C(=O)O)c2)C1=O,6,14
COc1ccc(/C=N/NC(=O)c2nc(-c3ccccc3)cc(-c3ccccc3)n2)cc1OC,-10,-19
C=CCn1c(SCC(O)Cn2c3ccccc3c3ccccc32)nnc1-c1ccco1 (configuration not stated),8,2
O=[N+]([O-])c1ccccc1/C=N/N1CCN(c2ccc(Cl)cc2)CC1,-1,3
CCC(C)[C@H](NC(=O)Nc1ccc(Oc2ccccc2)cc1)C(=O)O (some centres not stated),-14,2
CCOC(=O)c1cc(-c2ccccc2)sc1NC(=O)COC(=O)c1ccc(Cl)c(S(N)(=O)=O)c1,-5,10
COc1ccc2[nH]c(=O)c(CN(C3CCCCC3)C(c3nnnn3Cc3ccco3)C(C)C)cc2c1 (configuration not stated),-10,20
Cc1ccc(Oc2nccc(-c3ccc(Cl)cc3)n2)cc1,-2,8
COc1ccc([N+](=O)[O-])cc1COc1ccc2c(-c3ccccc3)cc(=O)oc2c1,-4,24
Cc1cc(NC(=O)CSc2nc(-c3ccco3)cc(C(F)(F)F)n2)n(-c2ccccc2)n1,-5,-17
COC(=O)c1cc(NS(=O)(=O)c2ccc(N3CCCCC3)c([N+](=O)[O-])c2)cc(C(=O)OC)c1,14,-13
Cc1nc(SCC(=O)c2cccc([N+](=O)[O-])c2)n[nH]1,-2,40
Cc1ccc(-c2nc(-c3ccccc3)no2)cc1,-7,1
CSc1nc(-c2ccco2)nn1C(=O)c1ccccc1,-15,1
CSc1cc(C)n(-c2ccc(Cl)cc2)c(=S)c1C(C)=O,7,3
O=c1c2c(-c3cccs3)csc2[nH]c(=S)n1-c1ccccc1,27,2
N#CC1=C(N)Oc2n[nH]c(-c3ccccn3)c2C1c1c(F)cccc1Cl (configuration not stated),55*,-15
CCOCCCNS(=O)(=O)c1ccc(OC)c(Cl)c1Cl,-2,-19
CCN(CC)CCCn1c(C)cc2c(c1=O)C(c1ccc(OC)c(OC)c1OC)C(C#N)=C(N)O2 (configuration not stated),-7,5
CSc1n[nH]c(NC(C)=O)n1,-4,3
SMILES,ARNT TACC3 PPI,PGC1a acetyl inh
Cc1nc(NCCN)c(C#N)c2c1COC(C)(C)C2,11,-11
O=c1cc(O)sc2ccccc12,-1,2
CCOC(=O)c1cc(-c2ccccc2)n(CC(=O)N2CCCC2)c1C,1,33
O=C(NC1CCS(=O)(=O)C1)c1c(NC(=O)C2COc3ccccc3O2)sc2c1CCCC2 (configuration not stated),2,-4
CCCCOC(=O)Nc1nc2ccccc2s1,-3,-25
CN(C)c1ccc(/C=C/c2cc[n+](C)cc2)cc1,7,9
CCCCC1OC23CCCCC2C(C#N)(C(=N)O3)C1(C#N)C#N (configuration not stated),10,9
COC(=O)CS(=O)(=O)c1ccc2c(c1)CC(=O)N2,-8,38
Cc1cc(/C=N/n2cnnc2)c(C)n1-c1ccc(OCc2ccc(Cl)cc2Cl)cc1,0,25
CCOC(=O)c1c(N2CCCCC2)c2ccccc2[nH]c1=O,-2,-5
COc1cccc(N(CC(=O)Nc2cccc(C(C)=O)c2)S(C)(=O)=O)c1,-2,4
O=C(Nc1ccc(N2CCCCC2)c(Cl)c1)c1ncn[nH]1,15,0
CC(C)OCCCNC(=O)C1CC(=O)N(C2CCCCCCC2)C1 (configuration not stated),3,-6
COCC(=O)OCC(=O)Nc1cc(C(C)(C)C)nn1-c1ccccc1,-7,?
Fc1cccc(Cl)c1CNCc1ccccc1Cl,-4,10
O=C(/C=C/c1ccc(F)cc1)NC(=S)Nc1ccccc1C(=O)NC1CCCCC1,5,6
CCCCCc1nc2sc3c(c2c(=O)n1N)CCC3,-9,-4
Cc1ccc(C)n1-n1cnc2scc(-c3cccs3)c2c1=O,-9,12
COC(=O)c1sccc1NC(=O)CSc1cccc(Cl)c1Cl,-4,-16
O=C(Cc1ccccc1)N1CCN(C(=O)c2ccco2)CC1,-1,6
C=CCNC1=C(Cl)C(=O)N(c2cccc(Cl)c2Cl)C1=O,-19,8
O=C1CSC(=S)N1/N=C/c1ccc(O)c([N+](=O)[O-])c1,12,17
Cc1cc2ccccc2n1CCNC(=O)C1CCCC1,3,-7
CC(NC(=O)CNC(=O)OCc1ccccc1)C(=O)N1CC(O)CC1C(=O)OCc1ccccc1 (configuration not stated),-3,-7
COc1ccccc1N1CCN(c2ncnc3c2oc2ccccc23)CC1,9,-14

# A run of entries from the list above, as a working copy:
SMILES,ARNT TACC3 PPI,PGC1a acetyl inh
COC(=O)c1coc(-c2ccc(OC)cc2)c1C(=O)OC,-2,-16
COc1ccc(-c2c3c(nc4sc5c(Cl)nc(C)nc5c24)CCC3)cc1,-12,3

# Remaining list, next part.
SMILES,ARNT TACC3 PPI,PGC1a acetyl inh
Cc1ccc(NC(=O)N2CCC(O)(c3cccnc3)CC2)cc1,0,-2
CNC(=O)c1cc2cc(Cl)cc(OC)c2oc1=O,-7,2
CCn1c(SCC(=O)Nc2ccccc2)nnc1C1CCCCC1,3,-3
c1ccc(CN2CCC(Nc3nc(-c4ccccc4)nc4ccccc34)CC2)cc1,6,9
Cc1cc(C)c(C#N)c(=N)o1,-1,3
CNC(=O)CNC(=O)Nc1ccc(Cl)c(Cl)c1,0,-4
CC(C)CC(=O)N1CCN(Cc2cccc(F)c2)CC1,2,2
O=C(C[n+]1cc2ccccc2c2ccccc21)c1ccccc1,3,11
CCOC(=O)C(C(=O)OCC)N(C#N)c1nc(OC)nc(N(C)C)n1,7,4
C/C(=N\NC(=S)Nc1ccccc1C)c1ccc(O)cc1,1,3
COc1ccc(OC)c(C(=O)CSc2nnc(-c3cccnc3)n2C)c1,3,0
Cc1cc(NC(=O)c2cc3n(n2)C(C(F)(F)F)CC(c2ccco2)N3)n(-c2ccccc2)n1 (configuration not stated),-2,-20
CC(C)(C)C1CCc2[nH]nc(C(=O)O)c2C1 (configuration not stated),-21,-5
O=C(CSCc1ccccc1)Nc1ccc(Cl)cn1,-6,-9
Cc1ccc(S(=O)(=O)N2CCCC(C(=O)NC3=NCCS3)C2)cc1 (configuration not stated),-9,11
CCNC(=O)C1CCCc2c1[nH]c1ccc(Cl)cc21 (configuration not stated),-5,-24
O=C(NC(=S)N1CCCc2ccccc21)c1ccccc1,0,16
CC(C)C1S/C(=N/N=C/c2cccs2)NC1=O (configuration not stated),14,-20
CC1CCCC(NC(=S)Nc2ccc(SC(F)F)cc2)C1C (configuration not stated),-9,-7
CC(=O)c1c(C(C)=O)c(C)n(-c2nc(-c3ccccc3)c(C)s2)c1C,7,-5
CCOc1cc(S(=O)(=O)Nc2ccccc2CC)ccc1Cl,-2,-7
NNc1ncnc2c1cnn2-c1ccccc1,45,-3
CC(C)CCNC(=O)C(C)N(Cc1ccc(F)cc1)C(=O)c1ccc(CN2CCCCC2)o1 (configuration not stated),1,-3
Cc1nnc2c3ccccc3c(-c3ccc(O)cc3)nn12,3,-7
O=C1N=C(c2ccccc2)S/C1=C\c1cccs1,10,12

# Nothing new here: an excerpt of the list.
SMILES,ARNT TACC3 PPI,PGC1a acetyl inh
COC(=O)c1sccc1NC(=O)CSc1cccc(Cl)c1Cl,-4,-16
O=C(Cc1ccccc1)N1CCN(C(=O)c2ccco2)CC1,-1,6
C=CCNC1=C(Cl)C(=O)N(c2cccc(Cl)c2Cl)C1=O,-19,8
O=C1CSC(=S)N1/N=C/c1ccc(O)c([N+](=O)[O-])c1,12,17
Cc1cc2ccccc2n1CCNC(=O)C1CCCC1,3,-7
CC(NC(=O)CNC(=O)OCc1ccccc1)C(=O)N1CC(O)CC1C(=O)OCc1ccccc1 (configuration not stated),-3,-7
COc1ccccc1N1CCN(c2ncnc3c2oc2ccccc23)CC1,9,-14
Cc1ccc(NC(=O)N2CCC(O)(c3cccnc3)CC2)cc1,0,-2
CNC(=O)c1cc2cc(Cl)cc(OC)c2oc1=O,-7,2
CCn1c(SCC(=O)Nc2ccccc2)nnc1C1CCCCC1,3,-3
c1ccc(CN2CCC(Nc3nc(-c4ccccc4)nc4ccccc34)CC2)cc1,6,9
Cc1cc(C)c(C#N)c(=N)o1,-1,3
CNC(=O)CNC(=O)Nc1ccc(Cl)c(Cl)c1,0,-4
CC(C)CC(=O)N1CCN(Cc2cccc(F)c2)CC1,2,2
O=C(C[n+]1cc2ccccc2c2ccccc21)c1ccccc1,3,11
CCOC(=O)C(C(=O)OCC)N(C#N)c1nc(OC)nc(N(C)C)n1,7,4
C/C(=N\NC(=S)Nc1ccccc1C)c1ccc(O)cc1,1,3
COc1ccc(OC)c(C(=O)CSc2nnc(-c3cccnc3)n2C)c1,3,0
Cc1cc(NC(=O)c2cc3n(n2)C(C(F)(F)F)CC(c2ccco2)N3)n(-c2ccccc2)n1 (configuration not stated),-2,-20
CC(C)(C)C1CCc2[nH]nc(C(=O)O)c2C1 (configuration not stated),-21,-5
O=C(CSCc1ccccc1)Nc1ccc(Cl)cn1,-6,-9
Cc1ccc(S(=O)(=O)N2CCCC(C(=O)NC3=NCCS3)C2)cc1 (configuration not stated),-9,11
CCNC(=O)C1CCCc2c1[nH]c1ccc(Cl)cc21 (configuration not stated),-5,-24
O=C(NC(=S)N1CCCc2ccccc21)c1ccccc1,0,16
CC(C)C1S/C(=N/N=C/c2cccs2)NC1=O (configuration not stated),14,-20
CC1CCCC(NC(=S)Nc2ccc(SC(F)F)cc2)C1C (configuration not stated),-9,-7
CC(=O)c1c(C(C)=O)c(C)n(-c2nc(-c3ccccc3)c(C)s2)c1C,7,-5
CCOc1cc(S(=O)(=O)Nc2ccccc2CC)ccc1Cl,-2,-7
NNc1ncnc2c1cnn2-c1ccccc1,45,-3

# Other structures
SMILES,ARNT TACC3 PPI,PGC1a acetyl inh
CCC(=O)NC(=S)Nc1ccccc1C(F)(F)F,-4,-11
Cc1sc2ncnc(OCC(=O)NC(C)C)c2c1C,-7,9
Cc1ccc2oc(-c3ccccc3)nc2c1,-7,-9
COCCNC(=O)CN(Cc1ccc2c(c1)OCO2)C(=O)CCC(=O)Nc1nccs1,-1,12
O=C(NCC(c1cccnc1)N1CCN(c2ccc(F)cc2)CC1)c1cccc(Cl)c1 (configuration not stated),-1,-21
O=C(Nn1c(Cc2cccs2)nc2ccccc2c1=O)c1cccs1,-3,6
O=c1c2ccccc2nc(/C=C/c2ccc3c(c2)OCO3)n1CCCO,-2,0
CCOc1cc(C#N)c(NC(=O)c2cccnc2)cc1OCC,-11,-19
O=C(c1ccc2snnc2c1)N1CCCC1,-4,3
COc1ccc(/C=N/NC(=O)c2ccc(Cn3cc([N+](=O)[O-])cn3)o2)c(OC)c1C,-6,-15
C=CCn1c(CSc2nc3ccccc3s2)n[nH]c1=S,2,-2
O=[N+]([O-])c1ccc2c(c1)C(N1CCOCC1)/C(=C/COc1ccc(Cl)cc1Cl)O2 (configuration not stated),-6,4
CC(=O)NC(CCS(C)(=O)=O)C(=O)Nc1ccc(F)cc1Cl (configuration not stated),9,0
Cc1cc(=O)[nH]c(N=N/C(=N/Nc2ccccc2C)c2ccccc2)n1,2,3
CCCCN(CC(=O)Nc1c(C)cccc1CC)C(=O)SCC,3,-14
CCOC(=O)N1CCN(C(=O)c2c(N)no[n+]2[O-])CC1,-3,-3
Cc1nn(-c2cccc(C(F)(F)F)c2)c(Cl)c1/C=N/n1cnnc1,-4,-2
CCN(C(=O)CSc1nnc(NC2CCCCC2)s1)C1CCS(=O)(=O)C1 (configuration not stated),-6,3
O=c1[nH]c2cc3c(cc2cc1CN(Cc1nnnn1CC1CCCO1)C1CCCC1)OCO3 (configuration not stated),-14,6
O=C1c2ccncc2C(=O)N1CO,-5,8
Cc1nn(-c2ccccc2)c2c1C(c1ccncc1)C(C#N)=C(N)O2 (configuration not stated),10,-6
Cc1noc(/C=C/N(C)C)c1S(=O)(=O)N(C)CC(=O)NC1CCCCC1,-1,43*
CCCOc1ccc(/C=N/NC(=O)c2ccc(Cn3cc([N+](=O)[O-])cn3)o2)cc1,-25,0
CC(=O)Nc1ccc(SCC(=O)c2cc(C)n(C)c2C)cc1,-1,-4
CN1CCN(CC(=O)N2c3ccccc3C(C)(c3ccc(Cl)cc3)CC2(C)C)CC1 (configuration not stated),6,-2
SMILES,ARNT TACC3 PPI,PGC1a acetyl inh
Cc1cc(C)nc(NC(=O)CCCC(=O)O)c1,-3,-3
O=C(CCn1cccc1)Nc1nccs1,-5,-2
COc1ccc(Oc2nc(-c3ccccc3)ncc2S(=O)(=O)c2ccccc2)cc1,-9,33
CCCS(=O)(=O)N1CCC(C(=O)NCCc2ccc(OC)c(OC)c2)CC1,2,-8
CSCCC(NC(=O)c1occc1C)C(=O)O (configuration not stated),-9,5
CCOC(=O)CC1(C)NC(=O)c2c(C)sc(C(=O)OCC)c2N1 (configuration not stated),-18,4
COc1ccc(Cl)cc1NC(=O)C(C)N1CCN(C/C=C/c2ccccc2)CC1 (configuration not stated),7,-9
COCCCNCCOCCOc1c(OC)cccc1OC,3,4
COc1ccc(NC(=O)Cc2c(O)c3ccccc3[nH]c2=O)cc1,-7,7

# Screens deposited in PubChem BioAssay by Broad Institute.
